# Screens: PubChem BioAssay, National Center for Advancing Translational Sciences (NCATS)
# POLI inh: qHTS for Inhibitors of Polymerase Iota. DNA polymerase iota (Homo sapiens), Q9UNA4. Pol iota fluorescent replication assay, 10 min. Potency, µM (highest dose often 115 µM), without a hit: at the top dose activity, negative = inhibition, usual class: inhibitors. hit rate 1% among 390,000. AID 588590, 2011
# Target sequence (Q9UNA4 whole entry, looked up): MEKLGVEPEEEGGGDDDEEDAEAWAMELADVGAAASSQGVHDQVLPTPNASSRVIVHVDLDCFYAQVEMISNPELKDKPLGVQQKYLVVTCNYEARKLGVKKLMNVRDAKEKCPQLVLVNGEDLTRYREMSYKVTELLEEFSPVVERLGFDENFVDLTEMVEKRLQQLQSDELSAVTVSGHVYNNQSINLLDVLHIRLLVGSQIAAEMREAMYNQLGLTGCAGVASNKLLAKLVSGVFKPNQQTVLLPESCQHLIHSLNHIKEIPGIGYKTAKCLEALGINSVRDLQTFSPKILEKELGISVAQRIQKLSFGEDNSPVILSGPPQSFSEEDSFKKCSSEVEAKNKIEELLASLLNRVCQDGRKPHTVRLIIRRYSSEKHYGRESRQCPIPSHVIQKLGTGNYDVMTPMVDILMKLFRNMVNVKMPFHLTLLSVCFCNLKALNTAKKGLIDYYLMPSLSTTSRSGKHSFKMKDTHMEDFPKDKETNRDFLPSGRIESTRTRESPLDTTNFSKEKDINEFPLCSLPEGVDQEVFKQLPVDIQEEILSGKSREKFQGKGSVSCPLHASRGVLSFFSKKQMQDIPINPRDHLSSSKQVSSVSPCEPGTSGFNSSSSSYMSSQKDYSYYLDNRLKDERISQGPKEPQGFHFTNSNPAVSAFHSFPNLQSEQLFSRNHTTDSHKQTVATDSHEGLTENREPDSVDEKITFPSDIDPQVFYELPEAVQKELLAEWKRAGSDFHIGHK
#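 Fluorescent replication assay read twice, at 0 min and 10 min after adding 50 nM (final) substrate. Enzyme (10 nM) and compounds were first incubated 15 min at room temperature; enzyme-free buffer wells were negative controls.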
# BAZ2B block: qHTS Assay for Inhibitors of BAZ2B. Bromodomain adjacent to zinc finger domain protein 2B (Homo sapiens), Q9UIF8. AlphaScreen BAZ2B-H3K14Ac peptide displacement. Potency, µM (titrated, usually from 114 µM), inactives show top-dose activity change, negative = inhibition, hits mostly inhibitors. hit rate 4.4% among 360,000. AID 504333, 2011; also: % is scaled to controls: 0 for no effect and ±100 for the full control effect; nearly all actives have a fitted effect of over 60% in size
#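 BAZ2B 50 nM plus b-H3(5-23)K14Ac 50 nM, PBS pH 7.4/0.01% Tween-20, 30 min RT; compound added (max 110 uM), 30 min RT; streptavidin donor/Ni-chelate acceptor beads 10 ug/mL final, 20 min dark; AlphaScreen read.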
# JMJD2A Tudor: qHTS Assay for Inhibitors of JMJD2A-Tudor Domain | Lysine-specific demethylase 4A (Homo sapiens), O75164 | AlphaScreen JMJD2A-Tudor / H3K4me3 peptide binding | Potency, µM (doses to about 114 µM), for the others: at the top dose activity change, negative = inhibition, usual class: inhibitors | hit rate 4.4% among 390,000 | AID 504339, 2011; also: % is scaled to controls: 0 for no effect and ±100 for the full control effect; nearly all actives have a fitted effect of over 50% in size
# HP1b binding inh: HTS for Inhibitors of HP1-beta Chromodomain Interactions with Methylated Histone Tails | Chromobox protein homolog 1 (Homo sapiens), P83916 | AlphaScreen HP1-beta / biotin-H3K9me3 peptide binding | Potency, µM (titrated, usually from 114 µM), for inactives: top-dose activity change, negative = inhibition, most hits filed as inhibitors | hit rate 0.56% among 390,000 | AID 540317, 2011; also: nearly all actives have a fitted effect of over 70% in size; inactives centre near 23
# Target sequence (P83916 whole entry, looked up): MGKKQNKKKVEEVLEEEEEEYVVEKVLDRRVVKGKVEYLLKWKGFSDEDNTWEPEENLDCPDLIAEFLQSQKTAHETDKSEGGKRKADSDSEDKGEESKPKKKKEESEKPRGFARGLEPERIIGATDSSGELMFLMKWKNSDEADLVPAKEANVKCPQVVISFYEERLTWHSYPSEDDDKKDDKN
#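 HP1-beta protein (50 nM final) preincubated 30 min at room temperature with biotinylated H3(1-18)K9me3 peptide (50 nM) in PBS pH 7.4, 0.01% Tween-20, then compound added for 30 min. AlphaScreen streptavidin donor/nickel chelate acceptor beads (10 ug/mL final), 30 min dark, luminescence read.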
# BLM helicase inh: qHTS Assay for Inhibitors of Bloom's syndrome helicase (BLM) | recombinant BLM DNA unwinding, fluorescence dequenching | Potency, µM (highest dose often 56.1 µM), inactives show top-dose activity change, negative = inhibition, usual class: inhibitors | hit rate 0.2% among 350,000;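 also: plate controls were vehicle for no effect and no enzyme for full effect; nearly all actives have a fitted effect of over 35% in size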
# Tb PGK inh: qHTS Assay to Find Inhibitors of Phosphoglycerate Kinase. AID 602233, 2012. Potency, µM (series often up to 57.5 µM), without a hit: at the highest dose activity change, negative = inhibition, actives largely listed as inhibitors. Phosphoglycerate kinase, glycosomal (Trypanosoma brucei brucei), P07378. hit rate 0.043% among 380,000. PGK/GAPDH coupled, Kinase-Glo luminescence, 60 min; also: % is scaled to controls: 0 for no effect and ±100 for the full control effect; nearly all actives have a fitted effect of over 60% in size
#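 Recombinant glycosomal PGK reaction used 1,3-bisphosphoglycerate generated in-well by GAPDH (100nM final) in 100mM TEA pH 7.6, 5mM MgCl2, 0.01% Tween-20. After 60 minutes at room temperature, ATP was read by Kinase-Glo Plus luminescence end-point.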
# GLS inh: qHTS for Inhibitors of Glutaminase (GLS). hit rate 0.21% among 410,000. Potency, µM (doses to about 45.5 µM), for the others: at the highest dose activity change, negative = inhibition, actives largely listed as inhibitors. GLS enzymatic activity, qHTS titration. Glutaminase kidney isoform, mitochondrial (Homo sapiens), O94925; also: % is scaled to controls: 0 for no effect and ±100 for the full control effect
#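 Read-out is an Amplex red fluorescence increase coupled through glutamate oxidase and HRP, measured before and after 30 min room-temperature incubation. hKGA is in 45 mM KH2PO4 (pH 8.2) with 0.02% Tween-20; glutamine added as 1mM solution.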
# G9a inh: qHTS Assay for Inhibitors of Histone Lysine Methyltransferase G9a | Histone-lysine N-methyltransferase EHMT2 (Homo sapiens), Q96KQ7 | G9a H3K9 monomethylation, AlphaScreen, 2 h | Potency, µM (top dose mostly 102 µM), without a hit: top-dose activity, negative = inhibition, actives largely listed as inhibitors | hit rate 8.8% among 350,000 | AID 504332, 2011; also: % is scaled to controls: 0 for no effect and ±100 for the full control effect; nearly all actives have a fitted effect of over 75% in size
#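 Readings reflect AlphaScreen signal from monomethyl-H3K9 antibody detection. HMT at 20 nM; substrate b-H3K9 500 nM; cofactor SAM 20 uM; 2 h RT reaction; compounds tested as titrations in qHTS with 15 min preincubation.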
# Pin1 inh: qHTS Assay to Find Inhibitors of Pin1; Pin1 FP peptide displacement, HiFluor488, 10 min; Potency, µM (doses to about 115 µM), for inactives: at the highest dose activity, negative = inhibition, hits mostly inhibitors; hit rate 0.009% among 390,000; AID 504891, 2011; active = well fitted inhibition curve with a large enough effect in the polarisation, with a control signal flat, not every such curve was filed as active; inconclusive = small, poorly fitted or top-dose-only effect, or effect the other way, or a change in a side signal; inactive = no such curve, though single readings can be large or run the other way; the % refers to the polarisation; also: % is scaled to controls: 0 for no effect and ±100 for the full control effect
# Target sequence (Q13526 whole entry, looked up): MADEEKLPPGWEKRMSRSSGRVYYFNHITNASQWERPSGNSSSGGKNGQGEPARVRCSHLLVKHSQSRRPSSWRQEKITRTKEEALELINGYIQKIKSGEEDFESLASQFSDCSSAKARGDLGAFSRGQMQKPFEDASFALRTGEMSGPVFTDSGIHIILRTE
# Starred values were filed as active, the others as inactive; i = inactive; ? = inconclusive; . = not tested or not shown; [ ] = dose if it differs, or a comment. Unless noted, calls follow the shape of the dose curve; as a rule, active = well fitted curve in the direction sought with a large enough effect; inconclusive = small, poorly fitted or top-dose-only effect, or another doubt; inactive = no such curve, though single readings can be large; an effect the other way counts as inactive or inconclusive. Potency is read from the fitted curve at half-maximal effect. Only part of the results is shown; rates above refer to the full screens.
# Values run as follows: POLI inh, BAZ2B block, JMJD2A Tudor, HP1b binding inh, BLM helicase inh, Tb PGK inh, GLS inh, G9a inh, Pin1 inh
Cc1ccc(/C(N)=N/OC(=O)Oc2ccccc2)cc1
 : -5%, 2%, 19%, 29%, -1%, -7%, 28%, -2%, 8%
O=C(N/N=C/C=C/c1ccccc1)c1ccccc1Br
 : -2%, -5%[57.1 µM], -22%, 37%, -5%, i, -4%, 57%[activator], 5%
Cc1cc(NC(=O)c2cc3n(n2)C(C(F)(F)F)CC(c2ccco2)N3)n(-c2ccccc2)n1 (centres undefined)
 : -14%, 0%, -7%, 11%, -12%, -4%, 1%, -12%[12.7 µM], 7%
C=CCn1c(CSc2nc3ccccc3s2)nnc1SCC(=O)NCCN1CCOCC1
 : 5%, 9%, -5%, 24%, 1%, 2%, -2%, -2%, -3%
CCOC(=O)C1=C(C)NC(=O)NC1c1ccc(OCC(N)=O)cc1 (centres undefined)
 : ?, 4%, 5%, 23%, 3%, i, -1%, 6%[59 µM], 2%
CC(C)(C)NC(=O)CCCSc1nc2ccccc2s1
 : 11%, 2%, 18%, 32%, -7%, i, -4%, -4%, 0%
O=C(O)CSc1nc(-c2ccccc2)nc2c1CCCC2
 : 1%, 1%, 3%, 40%[activator], 1%, -4%, 11%, ., 1%
CC(Sc1nnnn1C1CC1)C(=O)N1CC(=O)Nc2ccccc21 (centres undefined)
 : 19%, 14%, -3%, 41%, ., 2%, 0%, 1%[12.7 µM], 7%
COc1ccc(OC)c(S(=O)(=O)N2CCN3CCCC3C2)c1 (centres undefined)
 : 23%, -16%, -19%, 19%, -5%, -7%, -8%, -10%, -5%
COC(=O)c1cn(-c2ccccc2)nc1-c1ccccc1
 : 7%, 89%[activator], 124%[activator], 174%[activator], -10%, -3%, -3%, 112%[activator], -4%

# (cont.)
# Values run as follows: POLI inh, BAZ2B block, JMJD2A Tudor, HP1b binding inh, BLM helicase inh, Tb PGK inh, GLS inh, G9a inh, Pin1 inh
CCc1cccc(-n2nnc(-c3nsc(NC(=O)c4cccs4)n3)c2C)c1
 : 1%, -6%, -14%, 23%, -1%, 0%, -10%, -12%[59 µM], 3%
Cc1cccc(NC(=S)NNC(=O)COc2ccc(Cl)cc2Cl)c1
 : 3%, -7%, -19%, 5%, -3%, -5%, 6%, 8.9µM*, 5%
Cc1ccc(C(=O)NCC(=O)Nc2ccncc2)cc1
 : 28%, -5%, 0%, 26%, -1%, -8%, 5%, 45%, -10%
O=C(NCCc1c[nH]c2ccccc12)C(=O)NCC1OCCN1S(=O)(=O)c1ccc(F)cc1 (centres undefined)
 : 33%[activator], -38%, -30%, 11%, -4%, 10%, 4%, -3%, 2%
O=C(NC1CC1)c1ccc(NC(=O)C2CCCCC2)cc1
 : 24%, ., -1%, 30%, ., 9%, 0%, ., -1%
CN1CCCC(OC(=O)c2cccc(Cl)c2)C1 (centres undefined)
 : 39%[activator], -8%, -17%, 5%, 2%, -9%, -23%, -4%, -3%
O=C(NCCCn1ccnc1)C(=O)NCC1OCCN1S(=O)(=O)c1ccccc1 (centres undefined)
 : 33%, 22µM*, ?, 33%, -11%, -1%, -15%, 19%, 0%
O=C(CCc1nc2ccccc2c(=O)[nH]1)N1CCN(c2ccccc2Cl)CC1
 : 13%, ., -3%, 38%, ., 0%, 2%, ., 1%
O=C(COc1ccc(Cl)cc1)Nc1ccc(N2CCN(C(=O)c3ccco3)CC2)cc1
 : -14%, ?, ?, -9%, -4%, ., 27%, ?, 7%
CCC(=O)/C=C1\Sc2ccccc2N1CC
 : 24%, -37%, -19%, 47%[activator], 4%, -2%, -1%, 50µM*, -4%

# 3 entries out of the list above, sorted by the number in JMJD2A Tudor, smallest number first.
mol	JMJD2A Tudor
CCC(=O)/C=C1\Sc2ccccc2N1CC	-19%
CN1CCCC(OC(=O)c2cccc(Cl)c2)C1 (centres undefined)	-17%
O=C(NC1CC1)c1ccc(NC(=O)C2CCCCC2)cc1	-1%

# The results go on:
# Values run as follows: POLI inh, BAZ2B block, JMJD2A Tudor, HP1b binding inh, BLM helicase inh, Tb PGK inh, GLS inh, G9a inh, Pin1 inh
Cc1cccc(S(=O)(=O)Nc2ccc(C)c3c2OC(C)(C)C3)c1
 : -9%, 37%[activator], 8%, 69%[activator], -27%, -7%, -5%, -30%[59 µM], -4%
Cn1c(=O)c2c(SCC(=O)NCc3ccco3)nc(CC(C)(C)C)nc2n(C)c1=O
 : -7%, -8%, -15%, 22%, -3%, 1%, -3%, 12%, 3%
O=C(CN(Cc1cccs1)C(=O)CCC(=O)Nc1nccs1)NCc1ccccc1
 : 8%, -4%, -6%, 29%, 1%, 2%[11.5 µM], 1%, 2%, 1%
Cc1ccc(NC(=O)CSc2nnc(CCC(=O)O)c(=O)[nH]2)cc1
 : -4%, -17%, 4%, 33%, 1%, -11%, 5%, 1%, -16%
O=C(CSc1nc2ccccc2s1)Nc1ccc(C(=O)O)cc1
 : 21%, -4%, 1%[11.4 µM], 47%[activator], -2%, i, 0%, -6%[59 µM], -11%
O=C(COc1ccccc1O)c1cccs1
 : 3%, 7%, -20%, 40%[activator], 1%, -5%, 14%, -1%[59 µM], 0%
Cn1c(N)c(C(=O)CSc2nnc(C3CC3)n2-c2ccccc2)c(=O)n(C)c1=O
 : 17%, -2%, -5%, 17%, ., 9%, 10%, 20%[12.7 µM], -5%
CCCCNc1oc(-c2cccs2)nc1S(=O)(=O)c1ccccc1
 : 13%, 9%, -15%, 31%[activator], -12%, -10%, -2%, -26%, 0%
Cc1ccc(-n2nc(C)c3c(C(=O)NCc4ccccc4)cc(C4CC4)nc32)cc1
 : -3%, 11%[57.1 µM], -2%, 14%, 0%, 5%, -16%, -34%[59 µM], 11%
CC1=CC(=O)C=C(C)C1=NOS(=O)(=O)c1ccccc1
 : 5%, ?, -2%[57.1 µM], -16%, -1%, i, -5%, ?, 10%

# Compound profiles, as listed above:
# Profile of `COc1ccc(OC)c(S(=O)(=O)N2CCN3CCCC3C2)c1` (centres undefined) → POLI inh: 23%; BAZ2B block: -16%; JMJD2A Tudor: -19%; HP1b binding inh: 19%; BLM helicase inh: -5%; Tb PGK inh: -7%; GLS inh: -8%; G9a inh: -10%; Pin1 inh: -5%
# Profile of `O=C(NC1CC1)c1ccc(NC(=O)C2CCCCC2)cc1` → POLI inh: 24%; BAZ2B block: .; JMJD2A Tudor: -1%; HP1b binding inh: 30%; BLM helicase inh: .; Tb PGK inh: 9%; GLS inh: 0%; G9a inh: .; Pin1 inh: -1%

# (further entries)
# Values run as follows: POLI inh, BAZ2B block, JMJD2A Tudor, HP1b binding inh, BLM helicase inh, Tb PGK inh, GLS inh, G9a inh, Pin1 inh
CN(CC(=O)Nc1ccccc1C(F)(F)F)C(=O)CSc1nc(N)cc(N)n1
 : 15%, 4%, 1%, 49%[activator], ., i, -13%, ?, 2%
CCOC(=O)C1CCN(C(=O)c2ccccc2N(C)S(=O)(=O)c2ccccc2)CC1
 : 2%, 12%, -15%, 15%, 2%, -3%, 9%, -2%[59 µM], 5%
Cc1ncc(CN2CCCCC2C(=O)Nc2ccc(Oc3ccccc3)nc2)cn1 (centres undefined)
 : 0%, 3%, -12%, 16%, -1%, -5%, 5%, ., 2%
CCN(CC)S(=O)(=O)c1ccc(C)c(NC(=O)c2cc(C)oc2C)c1
 : -1%, ?, -16%, 17%, 4%, 5%, 9%, -39%, -6%
Cn1nc(-c2ccc(C(=O)Nc3cccc(C(F)(F)F)c3)cc2)c2ccccc2c1=O
 : 1%, 1%, -11%, 12%, -3%, 1%, 2%, 2%[59 µM], -9%
CC(C)COC(=O)CNc1n[nH]c(=S)[nH]c1=O
 : -2%, 4%, 50µM*, -2%, -1%, -1%[11.5 µM], 22%, -8%[12.7 µM], -6%
CCC(c1nnnn1CS(=O)(=O)c1ccc(C)cc1)N1CCN(c2nc3ccccc3s2)CC1 (centres undefined)
 : -17%, 5%, -19%, 15%, -11%, 3%, -7%, 15%, 3%
CC1=C(C(=O)OCCOc2ccccc2)C(c2ccsc2)NC(=O)N1C (centres undefined)
 : -5%, -11%, -17%, 15%, -10%, -1%, -8%, 0%, -5%
CN(C)C(=O)CCc1ccc2c3c([nH]c2c1)[C@]1(C)[C@@H](C(=O)N2CCOCC2)C[C@H](CC(=O)NCCc2ccccn2)C(=O)N1CC3
 : 11%, ., -5%, 44%[activator], ., i, -1%, ., 2%
Clc1ccc(CN=C(Nc2ccccc2)NC2CCCCC2)cc1
 : 77%[activator], -4%, -9%, 14%, -2%, i, -5%, ?, 1%

# (cont.)
# Values run as follows: POLI inh, BAZ2B block, JMJD2A Tudor, HP1b binding inh, BLM helicase inh, Tb PGK inh, GLS inh, G9a inh, Pin1 inh
O=C(CN1CCCc2ccccc21)NCCc1ccc(Cl)cc1
 : 86%[activator], ?, ?, ?, -8%, -3%, -4%, ?, 2%
COC(CNc1cc(=O)oc2ccccc12)OC
 : 20%, 11%, -11%, 23%, 1%, -2%, -11%, 26%[12.7 µM], -1%
CCOc1ccc(/C=N/Nc2nc(C)cs2)c(O)c1
 : -26%, ?, ?, 19%, -2%, -6%, 18%, ., 12%
CC(C)C(NC(=O)/C=C/c1ccc(F)cc1)C(C)C
 : 5%, -8%, -6%, 20%, -4%, 6%, 14%, 35%[0.501 µM], 5%
